Y pestis TopoI – blocks Yersinia pestis topoisomerase I activity | Y. pestis Topo-I cleavage product accumulation, plate reader | activity, % at 10 µM | 0.064% of 360,000 active | AID 504884; in the data active = activity above about 50%, passing the limit was not always enough; inconclusive = no clear call, values can overlap the other calls; note: inactives centre near 2
TcdB inh – inhibitors of Clostridioides difficile toxin B glycohydrolase; 0.24% of 350,000 active; inhibition, % at 9.99 µM; TcdB glycohydrolase enzymatic assay, plate reader; in the data active = inhibition above about 10%
Target sequence (P18177 whole entry, looked up): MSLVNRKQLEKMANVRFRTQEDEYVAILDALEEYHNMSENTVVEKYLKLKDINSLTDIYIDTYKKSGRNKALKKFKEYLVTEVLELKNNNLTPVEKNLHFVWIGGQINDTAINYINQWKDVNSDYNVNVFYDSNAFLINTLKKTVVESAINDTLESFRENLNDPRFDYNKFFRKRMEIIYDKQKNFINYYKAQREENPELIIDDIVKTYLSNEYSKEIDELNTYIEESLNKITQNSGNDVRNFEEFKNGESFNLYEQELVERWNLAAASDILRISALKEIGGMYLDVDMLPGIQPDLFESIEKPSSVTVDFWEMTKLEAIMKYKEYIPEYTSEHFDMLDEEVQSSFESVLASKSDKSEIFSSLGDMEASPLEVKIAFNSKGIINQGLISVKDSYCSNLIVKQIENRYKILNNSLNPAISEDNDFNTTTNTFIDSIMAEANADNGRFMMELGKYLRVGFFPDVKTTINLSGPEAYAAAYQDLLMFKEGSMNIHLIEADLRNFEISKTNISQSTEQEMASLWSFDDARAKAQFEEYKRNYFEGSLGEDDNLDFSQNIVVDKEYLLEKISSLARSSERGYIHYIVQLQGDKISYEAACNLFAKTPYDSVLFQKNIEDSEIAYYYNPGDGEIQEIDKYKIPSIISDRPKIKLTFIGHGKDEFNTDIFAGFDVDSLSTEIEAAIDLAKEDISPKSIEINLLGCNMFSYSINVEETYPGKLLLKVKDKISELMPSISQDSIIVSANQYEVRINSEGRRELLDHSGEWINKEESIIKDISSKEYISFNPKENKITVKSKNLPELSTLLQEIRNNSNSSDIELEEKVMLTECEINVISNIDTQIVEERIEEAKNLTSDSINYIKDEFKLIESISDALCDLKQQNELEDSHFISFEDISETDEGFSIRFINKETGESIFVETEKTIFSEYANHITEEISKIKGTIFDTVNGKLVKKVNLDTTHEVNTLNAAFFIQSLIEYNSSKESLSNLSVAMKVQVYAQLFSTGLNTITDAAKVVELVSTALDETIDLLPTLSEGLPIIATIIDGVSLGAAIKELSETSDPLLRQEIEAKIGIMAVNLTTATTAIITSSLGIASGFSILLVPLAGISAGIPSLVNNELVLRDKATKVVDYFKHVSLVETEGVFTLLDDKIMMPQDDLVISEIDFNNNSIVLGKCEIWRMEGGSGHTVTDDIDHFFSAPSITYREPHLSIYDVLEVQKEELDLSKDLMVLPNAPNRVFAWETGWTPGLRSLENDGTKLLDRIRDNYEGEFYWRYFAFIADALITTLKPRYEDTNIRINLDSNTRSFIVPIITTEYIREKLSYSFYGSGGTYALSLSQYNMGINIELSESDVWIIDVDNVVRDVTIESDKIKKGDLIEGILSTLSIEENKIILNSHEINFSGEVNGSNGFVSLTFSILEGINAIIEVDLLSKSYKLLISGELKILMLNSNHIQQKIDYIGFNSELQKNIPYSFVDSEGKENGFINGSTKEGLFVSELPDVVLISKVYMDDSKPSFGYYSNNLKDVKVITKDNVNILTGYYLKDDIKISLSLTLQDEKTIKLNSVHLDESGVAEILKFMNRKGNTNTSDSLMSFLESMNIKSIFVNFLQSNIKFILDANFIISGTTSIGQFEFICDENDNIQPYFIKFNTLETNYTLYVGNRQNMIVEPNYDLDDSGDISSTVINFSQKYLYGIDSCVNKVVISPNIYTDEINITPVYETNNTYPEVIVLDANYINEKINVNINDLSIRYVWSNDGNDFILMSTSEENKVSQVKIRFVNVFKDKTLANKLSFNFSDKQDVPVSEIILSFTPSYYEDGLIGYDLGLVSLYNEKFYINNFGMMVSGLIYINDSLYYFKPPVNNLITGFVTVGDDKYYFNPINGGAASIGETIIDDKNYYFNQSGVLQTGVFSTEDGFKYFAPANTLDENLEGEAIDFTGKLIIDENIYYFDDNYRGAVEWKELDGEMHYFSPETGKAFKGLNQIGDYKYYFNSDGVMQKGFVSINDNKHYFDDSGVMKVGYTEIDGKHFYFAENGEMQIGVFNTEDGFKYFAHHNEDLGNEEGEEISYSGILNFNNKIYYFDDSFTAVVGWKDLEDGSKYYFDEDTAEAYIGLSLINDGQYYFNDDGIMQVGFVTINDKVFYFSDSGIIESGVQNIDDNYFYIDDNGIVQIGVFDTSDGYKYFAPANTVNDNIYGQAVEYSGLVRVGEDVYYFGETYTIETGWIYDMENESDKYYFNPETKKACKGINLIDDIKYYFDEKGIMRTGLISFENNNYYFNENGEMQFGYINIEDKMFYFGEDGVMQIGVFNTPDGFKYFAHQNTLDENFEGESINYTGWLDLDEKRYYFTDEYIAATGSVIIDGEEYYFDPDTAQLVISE
Vc quorum ag – induces V. cholerae light production without autoinducers; V. cholerae BH1578 lux reporter, luminescence, 6 h; activation, % at 18.7 µM; AID 588436; 0.16% of 350,000 active; in the data active = activation mostly above about 9.7%, no sharp cut-off; inconclusive = no clear call, values can overlap the other calls; inactive = mostly below about 3.7%; note: not every result past the cut was called active; inactives centre near 0; reference of the scale not given here
SSB-PriA inh – blocks PriA binding to SSB C-terminal tail; inhibition, % at 33 µM; 0.6% of 430,000 active; AID 1272365; AlphaScreen SSBct-PriA binding, biotinylated peptide; in the data active = inhibition mostly above about 37%, no sharp cut-off; inactive = mostly below about 20%;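 note: plate controls were negative control peptide for no effect and reference peptide for full effect; strong numbers were not always called active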
BoNT-A LC inh2 – BoNT A light chain protease inhibition; multiplex microsphere protease substrate cleavage, flow cytometry; inhibition, % at 10 µM; 0.17% of 360,000 active; note: plate controls were buffer without enzyme for full effect and enzyme alone for no effect
DUSP3 inh – DUSP3 (human) phosphatase inhibition; 0.52% of 290,000 active; P51452; recombinant VHR phosphatase, pNPP absorbance; inhibition, % at 13.3 µM; in the data active = inhibition above about 50%; note: some compounds called inactive have numbers as strong as hits
PfHsp40 rescue – rescue of PfHsp40-mediated yeast toxicity | S. cerevisiae expressing PfHsp40, growth rescue, ATP luminescence | growth rescue, % at 12.5 µM | 0.68% of 340,000 active | AID 504582; in the data active = growth rescue above about 28%, passing the limit was not always enough; inconclusive = no clear call, values can overlap the other calls;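 note: yeast W303a lacking pdr1 and pdr3 grown in galactose medium; growth measured after three days at 30 °C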
CCHF vOTU inh – CCHFV vOTU protease inhibition. Pep-AMC fluorescence. AID 651958. 0.55% of 370,000 active. inhibition, % at 11.5 µM; in the data active = inhibition above about 30%; note: 0% = vehicle wells with enzyme and 100% = no enzyme wells
Anthrax LF inh2 – inhibitors of Bacillus anthracis lethal factor protease. P15917. multiplex microsphere protease cleavage assay, LF. inhibition, % at 10 µM. 0.12% of 360,000 active. AID 588501; note: plate controls were buffer without enzyme for full effect and enzyme alone for no effect
SARS 3CLpro inh – SARS-CoV 3CLpro protease inhibition; P0C6X7; inhibition, % at 6 µM; AID 1706; 0.14% of 290,000 active; recombinant SARS-CoV 3CLpro, quenched FRET peptide cleavage; in the data active = inhibition above about 12%
Numbers without * were called inactive; i = inactive; ? = inconclusive; . = no result given; & = joins results of further samples. Cut-off read from the data, not from the text of the source, unless noted: active = inhibition above about 30%; inconclusive = no clear call, values can overlap the other calls; inactive = below that. A portion of the library; the hit share may differ from the screen's.

SMILES	Y pestis TopoI	TcdB inh	Vc quorum ag	SSB-PriA inh	BoNT-A LC inh2	DUSP3 inh	PfHsp40 rescue	CCHF vOTU inh	Anthrax LF inh2	SARS 3CLpro inh
CN(CCOc1ccccc1)C(=O)c1cc(S(=O)(=O)N2CCCCC2)ccc1Cl	37	1.9	-14	-4	-0.5	.	-0.6	7	4	.
O=C(CN1CCN(c2cccc(Cl)c2)CC1)NC1CCCc2ccccc21 (stereo unspecified)	35	-2.4	-0.5	-5	0.9	18	5.7	17	-1	7
Cc1noc(C)c1CCC(=O)Nc1cc(Cl)ccc1C(=O)O	1	3.1	i	.	-1.8	.	.	8	-3	.
COc1ccc(CNC(=O)Cc2c(C(=O)O)[nH]c3ccccc23)c(OC)c1	3	2.9	i	1	-1.9	30	0.0	10	1	0
Cc1cccn2c(=O)c3cc(C#N)c(=NC(=O)c4cccs4)n(CC(C)C)c3nc12	0	-1.4	-0.7	4	7.0	18	-0.2	-16	-8	-1
O=C(Nc1nnc(SCc2ccc(Cl)cc2)s1)C1CC(=O)N(Cc2ccccc2)C1 (stereo unspecified)	25	-0.3	-0.3	-3	0.5	-11	1.7	-2	2	-1
COc1cn(-c2ccccc2)nc1C(=O)NCc1ccc(C)cc1	29	0.2	i	-8	0.4	.	-1.3	0	0	5
COc1cccc(NC(=S)N(Cc2ccccn2)Cc2ccccc2Cl)c1	12	0.4	-1.3	-15	-0.4	22	0.4	0	-2	4
CN(CC(=O)Nc1ccc(F)cc1)C(=O)CN1C(=O)c2ccccc2C1=O	8	2.7	-3.1	-10	0.5	.	-0.6	-3	3	.
CN(C)CCNC(=O)Cn1c(=O)c2cccn2c2ccc(F)cc21	1	2.2	i	5	0.0	18	-0.3	0	1	-1
COc1ccc(OCC(=O)Nc2c(C)ccc3nsnc23)cc1	-8	-1.1	-0.4	-3	0.0	9	0.9	18	-1	5
COc1ccc(C(C#N)=Cc2ccc(NC(C)=O)cc2)cc1	2	-1.4	i	-3	0.1	.	2.6	-11	5	.
O=C(NCCNS(=O)(=O)c1ccccc1)c1ccc([N+](=O)[O-])cc1	-6	0.6	i	-1	-4.0	58*	-0.6	5	1	0
COc1ccc(CNC(=O)CCCn2c(=S)[nH]c3cc4c(cc3c2=O)OCO4)cc1	9	2.0	-2.1	-4	0.4	-5	0.7	-8	0	0
Cc1nc2ccccn2c1-c1csc(NCc2ccco2)n1	11	.	i	-8	-0.2	3	-0.3	-1	-7	3
CCC(C)NC(=O)C1CCN(S(=O)(=O)c2cccs2)CC1 (stereo unspecified)	3	.	-1.4	-6	0.0	-10	-0.6	2	0	5
Cc1ccc2c(c1)CCCN2C(=O)c1cccs1	17	.	2.4	-21	-1.8	-19	0.3	-2	2	0
CCCCC[C@@H]1C=C(C(=O)OCC)[C@H](c2ccccc2)N1S(=O)(=O)c1ccc(C)cc1	.	0.2	.	.	-0.9	.	.	11	2	.
COc1cc(OC)c(OC)cc1CNCCNC(=O)c1nonc1N	2	.	i	-13	-1.5	15	-0.5	-7	1	-6
CCCNC(=O)Nc1ccc(NC(C)=O)cc1	1	0.3	-0.1	-24	0.6	17	-0.5	9	0	1
COc1ccc(NC(=O)CSc2nc3sc(C)c(C)c3c(=O)n2Cc2ccco2)cc1	-8	1.2	-0.6	5	?	0	-0.7	.	2	-3
COc1ccc(CCC(=O)Nc2ccc(N3CCOCC3)cc2)cc1	0	.	-0.7	-8	.	6	1.7	3	.	2
Cc1ccc(C(=O)C(C)[n+]2cccc(C(N)=O)c2)cc1 (stereo unspecified)	12	0.0	-0.5	-1	-1.7	12	0.3	-2	-3	2
COc1cc(/C=N/N2C(=O)CSC2=S)ccc1O	-7	.	-0.3	.	1.4	8	-0.4	4	-7	-8
O=C(/C=N/O)NCc1cccnc1	0	0.4	i	.	-0.5	0	-0.9	1	-5	-3
Cc1ccc2cc(CN(CCCN3CCOCC3)C(=O)NC3CCCCC3)c(=O)[nH]c2c1C	8	.	-0.3	2	-0.1	.	0.3	3	-8	1
Cc1ccc(NC(=O)CSc2nnc(C)n2C2CC2)cc1S(=O)(=O)N1CCOCC1	-4	-0.4	i	-9	-4.6	.	-1.8	-9	-4	.
COc1ccc(CCNC(=O)c2cc(C)oc2C)cc1OC	2	0.2	-0.7	6	-1.3	20	-1.6	8	-4	-1
c1ccc(-c2ccc3c(c2)NCCN3)cc1	-5	-0.3	-10	-9	-1.6	52*	0.4	-26	-14	0
O=C(O)CCn1cc(C=C2C(=O)NC(=S)NC2=O)c(-c2cc3ccccc3oc2=O)n1	-2	-0.8	i	9	-0.4	-10	-1.1	-9	2	-1
CCCCCCn1c(CN2CCC(C)CC2)nc2c1c(=O)n(C)c(=O)n2C	7	0.9	-0.3	-3	-2.2	26	1.3	-12	-5	-6
O=C(NCCCN1CCOCC1)C(=O)NCC1OCCN1S(=O)(=O)c1cc(F)ccc1F (stereo unspecified)	-5	-1.1	-0.2	-3	-4.4	6	-0.8	8	-2	-2
CCOC(=O)N1CCN(C(=O)c2ccc3c(c2)N(Cc2ccc(C)cc2)CCS3)CC1	4	.	i	-3	-1.1	9	1.0	-12	-13	1
COc1ccc(-c2cnc(N)nc2-c2ccc(OC)cc2O)cc1	-5	1.9	i	5	-0.2	8	2.6	12	-3	3
CC(=O)c1c(C)nc(-c2ccc(OCC(=O)Nc3cccc(C)c3C)cc2)n1O	8	-1.0	i	-14	0.2	8	-0.4	7	-1	2
Cc1ccc(-c2cc(C(F)F)n3ncc(C(=O)N4CCCc5ccccc54)c3n2)cc1	1	.	.	-11	1.4	9	1.5	9	2	6

Overlap with the part before: 3 entries, then new ones.
SMILES	Y pestis TopoI	TcdB inh	Vc quorum ag	SSB-PriA inh	BoNT-A LC inh2	DUSP3 inh	PfHsp40 rescue	CCHF vOTU inh	Anthrax LF inh2	SARS 3CLpro inh
COc1ccc(-c2cnc(N)nc2-c2ccc(OC)cc2O)cc1	-5	1.9	i	5	-0.2	8	2.6	12	-3	3
CC(=O)c1c(C)nc(-c2ccc(OCC(=O)Nc3cccc(C)c3C)cc2)n1O	8	-1.0	i	-14	0.2	8	-0.4	7	-1	2
Cc1ccc(-c2cc(C(F)F)n3ncc(C(=O)N4CCCc5ccccc54)c3n2)cc1	1	.	.	-11	1.4	9	1.5	9	2	6
CC(O)CNC(=O)C1CCN(Cc2ccc(OCc3ccccc3)cc2)CC1 (stereo unspecified)	-3	.	-0.7	5	-0.1	-1	-1.4	-10	-1	-2
CCCC(C)NC(=O)COC(=O)c1cccc(NS(C)(=O)=O)c1 (stereo unspecified)	-8	0.3	-0.5	1	0.6	-12	0.2	8	1	6
CCOc1ccc(-n2c(C)c(C(=O)O)c3cc(OC)ccc32)cc1	6	4.4	i	-11	-3.2	2	-1.9	-1	-6	0
CC(C)C(NC(=O)C(NC(=O)C1OC2OC(C)(C)OC2C2OC(C)(C)OC12)C(C)C)C(=O)O (stereo unspecified)	-3	0.3	-0.3	-17	-0.7	30	0.1	-1	-1	11
Cc1cc(C)c(S(=O)(=O)Nc2cccc(-n3cnnn3)c2)c(C)c1	6	2.5	-0.2	-2	-1.6	8	-0.1	0	-1	1
O=C(C(c1ccccc1)c1ccccc1)N1CCN(CCN2C(=O)c3cccc4cccc(c34)C2=O)CC1	1	0.6	i	13	-0.1	22	-0.2	12	0	-4
CCCCCn1cnnc1SCC(=O)c1c(N)n(C2CC2)c(=O)[nH]c1=O	12	0.3	-0.4	3	-4.9	.	0.0	12	?	.
O=[N+]([O-])c1ccc(Cl)c(S(=O)(=O)n2ccnc2)c1	-6	-0.2	0.1	-14&-8	-0.5	17	0.7	4	-6	2
Cc1ccc(C(=O)Nc2cccc(C(=O)N/N=C/c3ccc(F)cc3)c2)cc1	-8	0.7	-4.0	.	-1.3	23	3.0	14	-8	-7
Cc1cccc2c(N=NC(=O)C(C)n3cnc4ccccc4c3=O)c(O)[nH]c12 (stereo unspecified)	-2	1.1	-0.4	-4	0.1	.	0.5	13	-13	.
C/C(=N\NC(=O)c1ccc(Cn2cc(Br)cn2)o1)c1cccc(NC(=O)C(C)(C)C)c1	0	.	-0.6	.	-1.0	-5	-0.5	-22	0	-4
O=C(CSCc1ccc(Br)cc1)N1CCCC1	0	1.3	0.5	-17	0.3	13	-0.7	4	-8	2
CCCNC(=O)COC(=O)CCC(=O)c1ccc(F)cc1	-2	.	-5.0	-14	0.0	17	-0.9	7	-1	-1
O=S(=O)(c1ccccc1)c1nc(-c2ccccc2)oc1NCCCN1CCOCC1	22	1.7	-0.2	2	1.1	10	1.3	-5	-3	-2
COC(=O)c1ccc(NC(=O)CSc2nnc(Cc3cccn3C)n2-c2ccc(F)cc2)cc1	16	0.1	-0.2	-14&10	-0.7	30	-0.8	4	-7	3
O=C(c1nnc(Cc2ccc(Cl)cc2)o1)N1CCOCC1	3	2.0	-0.2	-15	-1.1	15	-1.0	1	-3	1
N#CCc1nn2c3c(cnc2c1C#N)C(=O)CCC3	6	1.0	-0.5	-3	0.5	-3	1.0	12	2	6
Cn1c(Br)nc2c1c(=O)n(CC(O)COc1ccccc1)c(=O)n2C (stereo unspecified)	0	.	i	-7	1.0	12	-0.1	-2	3	-3
CC1CN(C(=O)COC(=O)c2cccs2)CC(C)O1 (stereo unspecified)	2	.	5.9	-6	0.5	8	-1.0	1	6	-5
CCOC(=O)c1c(NC(=O)C2CCCCC2)sc2c1CCN(C(C)C)C2	37	1.1	-0.4	10&-11	0.2	21	-1.8	5	0	-2
CCOC(=O)C(NC(=O)c1ccccc1)(Nc1cccc(C)n1)C(F)(F)F (stereo unspecified)	0	2.0	i	-8	-0.1	8	1.0	-6	-5	2
CN1CCCCCC1=NC1=C(C#N)CCCC1	4	.	3.0	-30	-0.6	-15	0.4	0	-1	1
CC(C)C(=O)NC(NC(=S)NC1CCS(=O)(=O)C1)C(Cl)(Cl)Cl (stereo unspecified)	-3	1.1	-0.9	-7	0.3	13	-0.3	6	-7	-1
Cc1cc(C)nc(SCC(=O)c2ccc(F)cc2)n1	-1	-1.5	-0.3	21&-25	1.2	40	1.4	-14	6	4
O=C(C1CC1)N1CCc2cc(Br)cc(S(=O)(=O)N3CCN(c4ccccn4)CC3)c21	13	.	-0.4	-2	-0.4	3	2.9	8	1	2
CC(=O)C1=C(NC(=O)c2ccc(F)cc2)CC2C1C2(C)C (stereo unspecified)	11	.	-1.4	-19	-0.1	7	1.8	8	-4	-4
COC(=O)N/N=C/c1cc(OC)c(O)c([N+](=O)[O-])c1	3	.	-0.2	.	-0.6	-7	-0.2	10	0	-5
CCOC(=O)C1Nc2ccc(C)cc2C2C=CCC12 (stereo unspecified)	-19	0.2	-0.4	7	0.0	.	0.3	14	-8	.
O=C(CSc1nnc(C2CC2)n1C1CC1)c1ccc(F)c(F)c1	4	1.3	-0.4	-28	-0.1	.	0.1	5	-8	.
O=C(CSc1nnc(NC2CC2)s1)c1ccc[nH]1	-1	1.3	.	1	0.4	.	-1.9	0	8	.
COC(=O)c1cc(OC)c(OC)cc1NC(=O)CCc1ccc(C)o1	13	.	-2.3	11&-6	-1.1	-4	0.0	13	-2	-2
Cc1cccc(-n2c(SCCC(=O)O)nnc2-c2cccs2)c1C	4	.	-1.1	3	-0.2	14	-0.6	8	-3	3
CCCc1nnc(SCC(=O)N2CCCC(C)C2)n1CC1CCCO1 (stereo unspecified)	11	.	-1.3	5	0.7	27	1.0	11	-1	-4
Cc1ccc(C)c(OCc2cc(C(=O)N3C[C@H]4C[C@@H](C3)c3cccc(=O)n3C4)no2)c1	34	1.2	-1.6	.	1.8	24	-0.5	-12	0	0

Screening data from PubChem BioAssay.
